Source: PubChem BioAssay
NR2F2 inh: NR2F2 transcriptional activity inhibitors, primary screen, cell-based, luciferase reporter, HEK293T, luminescence. AID 686940, 2013. HEK293T NGFI-A luciferase reporter. actives 0.7% (n = 370,000). inhibition, % at 8.6 µM;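 active = inhibition above a per-plate cutoff, mean inhibition of test wells between control levels plus 3 SD, cut at about 38% in these data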;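 note: cells cotransfected with COUP-TFII expression vector driving the NGFI-A reporter; 0% = median of COUP-TF2 test wells and 100% = reporter-only cells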
Target sequence (P24468 whole entry, looked up): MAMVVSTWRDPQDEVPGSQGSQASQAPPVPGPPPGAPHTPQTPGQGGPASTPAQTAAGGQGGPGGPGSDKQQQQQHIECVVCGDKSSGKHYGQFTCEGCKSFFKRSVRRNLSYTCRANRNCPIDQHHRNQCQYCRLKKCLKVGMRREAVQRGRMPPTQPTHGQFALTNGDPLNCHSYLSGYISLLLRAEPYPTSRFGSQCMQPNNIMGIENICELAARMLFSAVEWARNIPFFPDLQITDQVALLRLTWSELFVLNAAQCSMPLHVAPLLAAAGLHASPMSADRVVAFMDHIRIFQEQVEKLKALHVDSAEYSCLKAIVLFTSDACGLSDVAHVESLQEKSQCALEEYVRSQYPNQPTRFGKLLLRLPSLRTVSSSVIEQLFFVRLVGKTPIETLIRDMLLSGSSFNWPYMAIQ
NOD2 RIPK2 PPI: NOD2-RIPK2 binding disruptors in cells, primary screen, fluorescence, CHO cells, BLA complementation; AID 624267, 2012; actives 0.38% (n = 360,000); inhibition, % at 4.98 µM; CCF4 ratio; in the data active = inhibition above about 21%;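 note: 0% = vehicle only and 100% = reference blocker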
NCOA1 inh: SRC1 coactivator transcriptional activity inhibitors, primary screen, cell-based, luminescence | Nuclear receptor coactivator 1 (Homo sapiens), Q15788 | HEK293 GAL4-SRC1 luciferase reporter | inhibition, % at 3.6 µM | actives 0.12% (n = 360,000);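 active = inhibition above the campaign mean plus 3 SD, with each screening campaign given its own cutoff, cut at about 60% in these data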;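 note: 0% = DMSO treated cells and 100% = gossypol at 36 µM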
NCOA2 inhibitor: inhibition of GAL4-SRC2 driven luciferase reporter, primary screen, SRC2 inhibitor project, cell-based, luminescence; HEK293 GAL4-SRC2 luciferase reporter; actives 0.17% (n = 370,000); inhibition, % at 9 µM; Nuclear receptor coactivator 2 (Homo sapiens), Q15596;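 active = inhibition above the mean inhibition of all tested compounds plus 3 SD, set per campaign, cut at about 52% in these data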;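 note: 0% = DMSO treated cells and 100% = cells given Gossypol at 36 µM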
ABHD5-PLIN5 inh: ABHD5-PLIN5 interaction inhibitors, primary screen, cell lysate, split luciferase complementation, luminescence | Perilipin-5 (Homo sapiens) + 1-acylglycerol-3-phosphate O-acyltransferase ABHD5 (Homo … | Split G. princeps luciferase complementation, 4 h | inhibition, % at 4 µM | actives 0.78% (n = 360,000) | AID 602281, 2012;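 active = inhibition above the mean inhibition across every tested compound plus 3 SD, cut at about 22% in these data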;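 note: 0% = DMSO only wells and the 100% control is not disclosed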
TROY NFkB inh: inhibitors of TROY-driven NF-kB signaling, primary screen, Q293 LMP1-TROYcd cells, NF-kB luciferase, uHTS; AID 1347056, 2019; actives 0.98% (n = 360,000); inhibition, % at 10 µM; Q293 LMP1-TROYcd NF-kB luciferase reporter, 4 h;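 active = compounds whose plate-normalised and pattern-corrected inhibition of the luciferase reporter signal at the single screening dose is 50% or more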
TLR9-MyD88 block: inhibitors of TLR9-MyD88 association in cells, primary screen, cell-based, CHO, BLA complementation, fluorescence. Toll-like receptor 9 (Homo sapiens) + Myeloid differentiation primary response protein …. CCF4 FRET ratio. inhibition, % at 4.98 µM. actives 0.21% (n = 340,000);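 active = inhibition above the mean over all tested compounds plus 3 SD, cut at about 21% in these data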;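 note: 0% = DMSO only wells and 100% = clavulanate BLA inhibitor control wells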
LRH-1 inv ag: LRH-1 (NR5A2) inverse agonists, primary screen, cell-based, luminescence, HEK293T, StAR-luciferase reporter | LRH-1 transfected, 24 h | Nuclear receptor subfamily 5 group A member 2 (Homo sapiens), O00482 | actives 0.13% (n = 360,000) | inhibition, % at 3.6 µM;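 active = inhibition above the mean inhibition of all tested compounds plus 3 SD, cut at about 73% in these data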;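 note: 0% = DMSO wells and 100% = reporter-only cells lacking LRH-1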
Target sequence (O00482 whole entry, looked up): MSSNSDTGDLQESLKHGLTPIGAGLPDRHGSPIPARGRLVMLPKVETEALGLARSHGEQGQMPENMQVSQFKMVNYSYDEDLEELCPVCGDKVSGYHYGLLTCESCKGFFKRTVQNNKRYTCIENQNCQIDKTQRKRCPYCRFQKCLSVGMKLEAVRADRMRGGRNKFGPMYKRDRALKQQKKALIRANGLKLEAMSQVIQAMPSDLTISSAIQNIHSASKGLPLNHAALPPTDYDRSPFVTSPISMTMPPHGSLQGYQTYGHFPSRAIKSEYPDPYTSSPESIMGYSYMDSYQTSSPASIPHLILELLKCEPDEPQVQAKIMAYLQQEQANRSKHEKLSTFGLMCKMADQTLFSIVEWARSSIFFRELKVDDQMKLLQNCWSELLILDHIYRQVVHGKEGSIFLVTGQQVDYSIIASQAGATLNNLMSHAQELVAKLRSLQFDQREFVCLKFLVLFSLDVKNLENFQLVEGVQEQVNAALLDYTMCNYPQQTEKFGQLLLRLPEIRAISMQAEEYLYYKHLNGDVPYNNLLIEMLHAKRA
Granule exo inh: LAMP-1 surface exposure blockers, TALL-104 cells – cell-based, flow cytometry, MLPCN library, primary screen; TALL-104 LAMP-1 surface exposure; cells stimulated with thapsigargin and PMA; inhibition, % at 10 µM; actives 0.66% (n = 360,000);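 active = inhibition above about 55%, limit read from the data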
NCOA3 inh: SRC3 coactivator transcriptional activity inhibitors, primary screen, cell-based, luminescence; Nuclear receptor coactivator 3 (Homo sapiens), Q9Y6Q9; HEK293 GAL4-SRC3 luciferase reporter; inhibition, % at 3.6 µM; actives 0.17% (n = 360,000);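 active = inhibition above a per-campaign cutoff, the mean of all compounds plus 3 SD, cut at about 60% in these data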;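 note: 0% = DMSO-treated cells and 100% = gossypol-treated cells at 36 µM; higher means less SRC3-driven luciferase light from the GAL4 reporter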
TWEAK-Fn14 inh: inhibitors of TWEAK-Fn14 signaling, primary screen, luciferase reporter cells, uHTS; TWEAK-stimulated Fn14 reporter cells, luciferase luminescence, 8 h; inhibition, % at 10 µM; actives 2% (n = 360,000); AID 1159606, 2016; in the data active = inhibition above about 50%
* = called active by the depositor; . = no result given. This is a subset, so the mix of outcomes need not match the whole.

The first 7 compounds, to show the layout:
Structure	NR2F2 inh	NOD2 RIPK2 PPI	NCOA1 inh	NCOA2 inhibitor	ABHD5-PLIN5 inh	TROY NFkB inh	TLR9-MyD88 block	LRH-1 inv ag	Granule exo inh	NCOA3 inh	TWEAK-Fn14 inh
CCOc1ccc(N2CC(C(=O)Nc3ccccc3OC)CC2=O)cc1 (stereo not given)	-14	-8	3	11	-2	0	0	-10	-3	-6	5
O=C(CNC(=O)c1ccccc1F)OCC(=O)N1CCCCC1	-16	-2	10	13	4	-31	-4	-8	1	-7	9
Cc1ccc(NC(=O)CSc2nnc(C3CC3)n2CC2CCCO2)c(C)c1 (stereo not given)	20	-5	-2	-7	-11	5	5	33	-2	-1	4
COc1ccc(COC(=O)N/N=C(\C)CC(=O)Nc2ccc(Cl)cn2)cc1	22	0	-5	-5	-5	-52	.	10	-8	6	-22
CCOc1ccc(N(CC(=O)NCCOc2ccc(C)cc2)S(=O)(=O)c2ccccc2)cc1	-7	3	12	-5	-10	6	-2	4	0	10	10
CCc1ccc(C(=O)COC(=O)C(CCSC)NC(=O)c2ccccc2)cc1 (stereo not given)	-17	-7	7	15	1	-25	1	-6	-2	11	-13
CCOc1ccccc1C1CC(c2ccc(Br)cc2)Nc2nc(N)nn21 (stereo not given)	-5	-2	-2	-1	-6	17	-12	-11	1	-4	-18

All compounds of this part (from the top)
Structure	NR2F2 inh	NOD2 RIPK2 PPI	NCOA1 inh	NCOA2 inhibitor	ABHD5-PLIN5 inh	TROY NFkB inh	TLR9-MyD88 block	LRH-1 inv ag	Granule exo inh	NCOA3 inh	TWEAK-Fn14 inh
CCOc1ccc(N2CC(C(=O)Nc3ccccc3OC)CC2=O)cc1 (stereo not given)	-14	-8	3	11	-2	0	0	-10	-3	-6	5
O=C(CNC(=O)c1ccccc1F)OCC(=O)N1CCCCC1	-16	-2	10	13	4	-31	-4	-8	1	-7	9
Cc1ccc(NC(=O)CSc2nnc(C3CC3)n2CC2CCCO2)c(C)c1 (stereo not given)	20	-5	-2	-7	-11	5	5	33	-2	-1	4
COc1ccc(COC(=O)N/N=C(\C)CC(=O)Nc2ccc(Cl)cn2)cc1	22	0	-5	-5	-5	-52	.	10	-8	6	-22
CCOc1ccc(N(CC(=O)NCCOc2ccc(C)cc2)S(=O)(=O)c2ccccc2)cc1	-7	3	12	-5	-10	6	-2	4	0	10	10
CCc1ccc(C(=O)COC(=O)C(CCSC)NC(=O)c2ccccc2)cc1 (stereo not given)	-17	-7	7	15	1	-25	1	-6	-2	11	-13
CCOc1ccccc1C1CC(c2ccc(Br)cc2)Nc2nc(N)nn21 (stereo not given)	-5	-2	-2	-1	-6	17	-12	-11	1	-4	-18
Cc1cc(C)nc(N2CCC(C(=O)NCCc3ccccc3)CC2)n1	16	-4	-15	24	1	-2	-7	-3	0	-3	-11
Cc1cc(Oc2ccccc2)nc(-c2ccccc2)n1	-9	-14	-17	-6	3	-8	2	12	0	-14	-21
COc1cccc(C(=O)Nc2ccc3c(c2)n(C)c(=O)n3C)c1	-33	-8	13	-23	-7	1	-3	-1	-1	-5	5
O=C(CN1C(=O)C(=O)N(Cc2ccco2)C1=O)Nc1ccc(F)c(F)c1F	-4	-10	-7	-20	4	9	0	1	-14	-5	-6
C1=CC(c2cc3ccccc3o2)OC(CCc2ccccc2)C1 (stereo not given)	-2	8	-18	-7	9	-2	-6	7	-2	4	8
CCC(=O)c1ccc(N2CCN(C(=O)c3ccccc3F)CC2)c(F)c1	0	-9	-10	17	1	2	13	-14	1	-11	-4
CCCCn1c(SCC(=O)NCc2cccs2)nc2c1c(=O)n(C)c(=O)n2C	0	-9	-34	16	-5	10	-5	-8	-1	-5	14
CCOC(=O)C1CCCN(C(=O)c2ccc(OC(C)=O)cc2)C1 (stereo not given)	3	-14	-2	-14	5	12	3	-7	-4	21	5
CCOc1ccccc1NC(=O)COC(=O)c1c(CC)noc1C	24	-14	7	-1	16	-6	-5	3	2	-26	-14
Cc1ccccc1OCC(=O)OCC(=O)NC1CCCC1	-10	1	7	-25	1	3	-7	4	-1	5	-4
CCOC(=O)C1=C(C)NC(=O)NC1c1ccc(-c2ccccc2F)o1 (stereo not given)	21	-4	-13	25	6	54*	5	-33	-3	-1	16
CCOC(=O)CSc1nc(N2CCOCC2)c2c(c1C#N)CC(C)(C)N(C)C2	-5	0	-8	-28	-1	-2	0	-17	0	-8	0
Cc1ccc(-c2cc(C(=O)N3CCc4ccccc4C3)no2)cc1	2	-13	4	9	-4	-52	-11	4	-2	14	-6
Cc1cccc(OCC(=O)NC(Cc2c[nH]c3ccccc23)C(=O)O)c1C (stereo not given)	-16	-3	10	10	0	3	7	1	-3	0	1
CNC(=O)c1ccc(-c2cc(C(F)(F)F)nn2C)s1	-3	2	-17	-5	2	-28	.	-47	-5	-18	-24
CN(C)S(=O)(=O)c1cccc(C(=O)OCC(=O)NC2CCCc3ccccc32)c1 (stereo not given)	13	-12	-6	-27	2	8	-6	-11	-2	0	0
CC(CS(=O)(=O)c1ccc2c(c1)NC(=O)CS2)C(=O)NCc1ccccc1Cl (stereo not given)	17	0	-7	-9	6	12	6	0	-4	-48	-3

More results.
Values run as follows: NR2F2 inh	NOD2 RIPK2 PPI	NCOA1 inh	NCOA2 inhibitor	ABHD5-PLIN5 inh	TROY NFkB inh	TLR9-MyD88 block	LRH-1 inv ag	Granule exo inh	NCOA3 inh	TWEAK-Fn14 inh
- C=C(C)COc1ccc2c(C)c(CCC(=O)NC3CC3)c(=O)oc2c1
  15	-13	4	-8	4	-20	0	1	-12	-2	19
- COc1cccc(C(=O)COC(=O)c2ccc(NC(=O)c3ccccc3)cc2)c1
  9	-3	-23	-36	-1	7	2	0	2	-35	-11
- COc1ccc(NC(=O)CSc2nnc(C)n2C2CC2)cc1S(=O)(=O)N1CCOCC1
  -3	-10	-9	-29	6	-5	4	3	8	-11	-4
- O=C(CSc1ccc2nnc(-c3cccnc3)n2n1)N1CCOCC1
  3	-4	4	-9	4	-5	2	-9	2	6	-2
- COC(=O)c1cc(-c2ccc3c(c2)OCO3)nc2ccccc12
  1	-2	-5	-5	-2	-2	-2	-3	-5	-1	-5
- Cc1ccc(NC(=O)C/C(N)=N/O)cc1C
  -24	-3	-15	-29	-10	6	-6	3	-8	16	9
- CS(=O)(=O)Nn1cnc2ccccc2c1=O
  15	-3	-11	-46	-3	-3	4	19	-1	15	0
- CCOC(=O)n1c(=O)[nH]c2ccc(Br)cc21
  10	-10	-26	-21	-2	22	-7	1	0	16	-24
- COc1ccc(S(=O)(=O)N2CCOCC2)cc1NC(=O)[C@@H]1CCCN1C(=O)c1cccs1
  -1	-11	-31	9	-1	-7	-4	-16	-2	7	-4
- CCN(CC)S(=O)(=O)c1ccc(N2CCOCC2)c(NCC(=O)Nc2ccc(F)cc2)c1
  6	-1	11	-17	2	-6	4	4	2	4	-32
- COc1ccc(C)cc1NC(=O)CSc1nnc(-c2ccc(C)cc2)o1
  -16	3	-77	-15	5	15	2	-22	-3	-10	6
- CCOC(=O)C1=C(N)OC2=C(C(=O)CC(C)(C)C2)C1c1ccccc1OC (stereo not given)
  -15	-8	6	14	6	0	-1	10	-1	11	24
- Cc1c(C(=O)Nn2cnnc2)oc2ccccc12
  6	-3	-11	-7	-5	2	-12	10	-1	-17	4
- Cc1ccc(N(C(C)C(=O)O)S(=O)(=O)c2cccnc2)cc1 (stereo not given)
  0	-4	7	-23	1	3	-6	-27	1	7	-10
- Cc1ccc(S(=O)(=O)Nc2cccc(/C=C/C(=O)O)c2)cc1
  8	-12	-42	-11	5	-14	-1	4	-1	10	-3
- O=C(O)CCCNC(=O)c1cncc(Br)c1
  -1	-7	0	6	0	-12	2	-7	13	-10	-3
- Cc1ccsc1-c1n[nH]c(=S)n1C1CCCCC1
  -1	-9	3	-4	-5	-35	-6	-8	-4	-8	-7
- Nc1nc(-c2cccc(F)c2)cs1
  -9	3	-69	-62	0	-5	0	-16	-4	-36	5
- Cc1c(C(=O)N(Cc2cccs2)C2CCS(=O)(=O)C2)oc2ccccc12 (stereo not given)
  1	5	-6	-11	-6	-1	-3	11	1	7	14
- COc1cccc(/C=C(\C#N)c2nc3ccccc3[nH]2)c1OCC(=O)O
  -22	-5	-36	-86	4	-8	5	-53	4	-24	99*
- Cc1ccc2c(Cl)c(C(=O)NCCc3ccccc3)sc2c1
  -29	-5	-179	-72	-3	-66	-3	-71	-2	-98	-16
- O=C(CN1C(=O)C2CC=CCC2C1=O)OCC(=O)c1ccc(Cl)c([N+](=O)[O-])c1 (stereo not given)
  -4	4	-25	4	12	-21	-8	18	2	1	4
- Cc1cc(=O)oc2cc(OCC(=O)OCC(=O)NC(=O)NC(C)C)ccc12
  7	-9	8	-25	1	-2	6	-8	-2	11	2
- Cc1ccc(NC(=O)Nc2nnc(CSCCOc3ccc(Cl)cc3)s2)cc1
  -14	0	-7	6	-4	13	-3	28	-10	-13	10
- O=C(NCCN1CCOCC1)c1cccc(NS(=O)(=O)c2ccc(Br)cc2)c1
  -15	5	9	20	1	0	2	0	-7	6	15
